Efflux pump inh: inhibitors of Candida efflux pumps in yeast, primary screen, S. cerevisiae, Nile Red, multiplex; S. cerevisiae Candida pump triplex; inhibition, % at 10 µM; 0.44% of 330,000 active;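 active = plate passing quality check with inhibition over a set limit, or well fluorescence over plate mean plus 4 SD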;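 note: Nile Red retained in pooled yeast measured as flow cytometry median fluorescence; 0% = buffer negative control and 100% = Enniatin B positive control; higher means more Nile Red kept so more efflux inhibition; some compounds called inactive have numbers as strong as hits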
AGP1-GFP MLPCN: modulators of AGP1-GFP expression in yeast TOR pathway, primary screen, cell-based, multiplex flow cytometry, S. cerevisiae, MLPCN library; GFP response vs DMSO, % at 10 µM; 3 h; GFP as percent of DMSO wells; 0.02% of 320,000 active;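 active = GFP response relative to DMSO above a set limit, near screen average plus 3 SD, cut at about 150% in these data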;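 note: median GFP channel fluorescence of the gated AGP1 strain per well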
RPL19A TOR yeast: RPL19A-GFP expression modulators in yeast, primary screen, cell-based, S. cerevisiae, multiplex flow cytometry, MLPCN; S. cerevisiae RPL19A-GFP strain, 3 h; hits give low values; percent response vs DMSO, % at 10 µM; 0.3% of 330,000 active; AID 2025, 2009;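 active = percent response vs DMSO below 50%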;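 note: median channel GFP fluorescence of the barcoded RPL19A-GFP strain; ratio of sample median GFP to plate DMSO average so 100% = DMSO; lower means less RPL19A-GFP as with rapamycin TOR inhibition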
LAP4-GFP MLPCN: modulators of LAP4-GFP expression in yeast, primary screen, S. cerevisiae, multiplex flow cytometry, MLPCN library; 3 h; median GFP as percent of DMSO wells; GFP response vs DMSO, % at 10 µM; 0.34% of 320,000 active;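 active = GFP response vs DMSO above a set limit, about the screen mean plus 3 SD, cut at about 150% in these data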
AHR activator: AHR activators, primary screen, cell-based, luminescence, luciferase reporter, human; Aryl hydrocarbon receptor (Homo sapiens), P35869; AHR-responsive luciferase reporter cells; activation, % at 5 µM; 2.5% of 320,000 active; AID 2796, 2010; in the data active = activation above about 47%;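 note: 0% = vehicle wells and 100% = reference agonist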
Target sequence (P35869 whole entry, looked up): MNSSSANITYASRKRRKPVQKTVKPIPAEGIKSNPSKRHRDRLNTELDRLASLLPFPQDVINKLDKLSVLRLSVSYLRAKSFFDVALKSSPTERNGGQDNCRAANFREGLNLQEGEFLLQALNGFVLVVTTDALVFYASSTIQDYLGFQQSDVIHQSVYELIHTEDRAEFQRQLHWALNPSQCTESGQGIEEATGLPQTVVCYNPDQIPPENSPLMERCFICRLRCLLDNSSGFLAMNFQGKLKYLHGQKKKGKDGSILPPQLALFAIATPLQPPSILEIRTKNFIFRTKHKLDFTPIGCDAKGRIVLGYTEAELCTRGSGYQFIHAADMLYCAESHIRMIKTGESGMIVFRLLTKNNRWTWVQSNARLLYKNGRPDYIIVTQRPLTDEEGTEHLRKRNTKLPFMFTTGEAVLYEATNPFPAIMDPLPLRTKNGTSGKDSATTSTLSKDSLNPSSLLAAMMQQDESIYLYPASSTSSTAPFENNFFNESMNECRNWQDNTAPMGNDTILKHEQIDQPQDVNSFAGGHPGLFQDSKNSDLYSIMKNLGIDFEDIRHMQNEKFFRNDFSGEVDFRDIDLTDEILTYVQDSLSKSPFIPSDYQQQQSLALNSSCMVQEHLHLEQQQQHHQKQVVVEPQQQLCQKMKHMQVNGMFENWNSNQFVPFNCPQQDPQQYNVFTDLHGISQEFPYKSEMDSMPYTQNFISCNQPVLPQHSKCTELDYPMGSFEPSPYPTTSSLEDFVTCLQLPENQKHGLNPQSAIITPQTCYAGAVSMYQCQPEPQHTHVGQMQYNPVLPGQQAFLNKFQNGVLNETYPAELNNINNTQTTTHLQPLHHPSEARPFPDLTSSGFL
CIT2 TOR yeast: modulators of CIT2-GFP expression in yeast, primary screen, S. cerevisiae, GFP fusion, multiplex flow cytometry, MLPCN library | GFP response vs DMSO, % at 10 µM | 0.065% of 320,000 active | S. cerevisiae CIT2-GFP strain, 3 h; 100 means same as DMSO wells;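 active = GFP response relative to DMSO above a set limit, near the screen mean plus 3 SD, cut at about 150% in these data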;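 note: ratio of well median GFP fluorescence to mean of DMSO wells on the plate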
Yeast superoxide: reduction of superoxide in aged yeast, primary screen, HTS; S. cerevisiae aged cells, superoxide DHE fluorescence; hits give low values; superoxide response (% of plate mean), % at 10 µM; 0.18% of 330,000 active; AID 2690, 2010;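 active = superoxide response under a set limit, about three screen SD below normal, cut at about 65% in these data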;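 note: yeast aged for seven days with compound at 30 °C before DHE staining; 100% = average MFI of all compound-treated wells on the plate with controls excluded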
MEP2 TOR yeast: modulators of MEP2-GFP levels in yeast, primary screen, S. cerevisiae, multiplex flow cytometry, MLPCN library; GFP response vs DMSO, % at 10 µM; 0.51% of 330,000 active; S. cerevisiae MEP2-GFP strain, 3 h; 100% = DMSO control level;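 active = GFP response versus DMSO above a set limit, roughly screen mean plus 3 SD, cut at about 180% in these data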;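 note: median GFP fluorescence of the barcode-gated MEP2-GFP cells per well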
Starred values were filed as active, the others as inactive; · = no result given.

SMILES	Efflux pump inh	AGP1-GFP MLPCN	RPL19A TOR yeast	LAP4-GFP MLPCN	AHR activator	CIT2 TOR yeast	Yeast superoxide	MEP2 TOR yeast
CCOC(=O)/C(C#N)=C/c1cc2ccc(C)cc2nc1Cl	-0.2	100	108	99	16	99	92	102
CC(C)c1ccc(-c2nnn(CC(=O)N3CCCCC3)n2)cc1	-0.1	102	110	101	4	105	92	109
Fc1ccc(COc2ccccc2C(=S)N2CCCC2)cc1	0.0	100	99	107	5	99	93	100
COc1ccccc1C(=O)NNC(=O)c1ccc(Br)cc1	0.4	109	109	102	14	101	102	119
O=C(NC1CCCCC1)NC1CCN(S(=O)(=O)Cc2ccccc2)CC1	0.1	100	97	102	3	85	102	95
CCCNC(=O)N1CCCC(C(=O)c2cccc(Cl)c2)C1 (stereo not drawn)	0.3	91	92	89	3	86	116	94
Cc1cc2n(n1)SC(Nc1ccccc1)N2 (stereo not drawn)	-0.2	109	103	112	7	117	88	114
CC(C)(C)NC(=O)C(c1cccnc1)N(C(=O)c1csnn1)c1ccccc1 (stereo not drawn)	-0.2	92	89	100	-1	86	92	77
CCCc1cnc(N2CCN(S(=O)(=O)c3cccs3)CC2)nc1	0.1	·	98	·	-1	·	111	98
O=C(Nc1ccc(S(=O)(=O)NCc2ccccc2)cc1)Nc1ccc2c(c1)OCO2	0.3	99	99	96	52*	92	91	99
COc1ccc(OC)c(S(=O)(=O)N2CCN(C(=O)CCc3ccccc3)CC2)c1	0.1	101	98	97	1	97	100	91
CCOc1ccc(CCNC(=O)COC(=O)c2cccnc2Cl)cc1OCC	0.0	105	103	101	5	112	96	105
CN(C)c1ccc(C(CNC(=O)c2ccc(-c3ccccc3)cc2)N2CCOCC2)cc1 (stereo not drawn)	0.2	104	98	123	1	85	120	100
COc1ccccc1NS(=O)(=O)c1ccc2oc(SC3CCOC3=O)nc2c1 (stereo not drawn)	-0.1	98	100	101	-1	105	77	103
CCCCOc1ccc(-c2ncc(Cl)cn2)cc1	-0.1	100	100	103	-1	101	84	102
Cc1cc(C)c(NC(=O)C2CCCN2CCO)c(C)c1 (stereo not drawn)	-0.1	99	100	106	0	100	89	98
Cc1ccc(S(=O)(=O)N2CCN(C(=O)c3n[nH]c4ccccc34)CC2)cc1	-0.1	107	101	108	9	98	92	111
Cc1ccc(NC(=O)c2ccc(S(=O)(=O)NCc3cccnc3)cc2)c(C)c1	0.7	94	97	93	4	92	123	98
CCOC(=O)N1CCC(NS(=O)(=O)c2ccccc2)CC1	0.0	98	96	103	-4	92	113	91
Cc1ccc(C(=O)OCC(=O)c2ccc(Cl)s2)s1	0.4	·	92	92	3	75	90	86
COc1ccc(C(=O)N/C(=C\c2ccc(SC)cc2)C(=O)NCCCn2ccnc2)cc1OC	-0.2	97	98	87	2	99	101	91
Cc1ccccc1NC(=O)Cn1nnc(C(=O)NCc2ccco2)c1N	-0.2	102	105	81	7	101	79	101
Cc1nc(Nc2ccc(S(N)(=O)=O)cc2)sc1-c1ccccc1	0.1	101	100	89	9	102	97	105
O=C(O)c1ccccc1N/C=C\[N+](=O)[O-]	0.7*	113	102	113	0	104	105	102
Cc1noc(C)c1C(=O)N1CCCC1	-0.1	93	97	96	0	94	104	94
CN(C)/C=C/C(=O)c1ccc(Br)cc1	0.1	81	103	84	5	89	90	94
COc1ccc(C(=O)C(OC(=O)c2ccc(C)c(NC(C)=O)c2)c2ccccc2)cc1 (stereo not drawn)	0.0	100	99	106	1	105	99	123
O=C(NC(=S)NCc1ccccc1)c1ccc(Br)o1	0.2	92	96	115	15	·	104	107
O=c1c2cc3c(cc2[nH]c(=S)n1CCN1CCOCC1)OCO3	0.1	92	97	97	6	92	85	100
CCS(=O)(=O)c1nc2ccccc2n1CC(=O)N1CCOCC1	-0.1	110	106	107	5	115	106	106
C=C1CC(C(=O)N/N=C/c2ccc(O)cc2)C1	0.2	111	102	100	0	107	110	106
CCCCN1C(=O)C(=O)N(CC(=O)Nc2ccccc2C(=O)OCC)C1=O	0.8	99	102	94	7	94	83	96
Nc1nc(CSC(=S)N2CCN(c3ccccc3)CC2)nc(Nc2ccc(F)cc2)n1	-0.1	110	107	111	4	111	86	99
CCOC(=O)c1nn(C)c(C)c1Cl	-0.2	101	104	101	-4	110	91	132
COc1cc(OC)cc(-n2nnnc2SCC(=O)Nc2nc3c(s2)CCCC3)c1	0.1	104	100	102	5	103	101	105
COC(=O)CSc1nnnn1-c1cccc2ccccc12	0.0	98	95	101	1	100	101	97
Cn1c(SCC(=O)N2CCN(c3cccc(Cl)c3)CC2)nnc1-c1ccncc1	0.1	96	100	101	-3	85	99	100
CCOc1ncccc1C(=O)N1CCN(S(=O)(=O)c2ccc(Br)cc2Cl)CC1	0.1	117	100	102	0	118	109	103
Cc1nc2cc(C(=O)OCC(=O)N(CC(C)C)C3CCS(=O)(=O)C3)ccc2n1-c1ccccc1 (stereo not drawn)	0.1	92	93	97	2	95	94	100
CCCC(=O)Nc1ccc(Cl)c(NC(=O)C(C)(C)C)c1	0.2	106	106	109	7	99	112	106
CCOC(=O)CSc1ncnc2c1cnn2-c1ccc(Cl)cc1	-0.1	102	98	101	2	100	110	101
CC1CCCC(NC(=O)c2n[nH]c(=O)c3ccccc23)C1C (stereo not drawn)	-0.2	96	102	97	1	102	88	96
O=C(C/C(=N\NC(=O)c1ccccc1Br)C(F)(F)F)c1cccs1	-0.1	104	100	90	1	97	97	103
O=C(Nc1nc(N2C(=O)c3ccccc3C2=O)n(-c2ccccc2)n1)c1ccc(Cl)cc1	-0.1	98	94	96	9	96	99	99
CCN(C(=O)CSc1nnc(C)n1-c1cccc(C)c1)C1CCS(=O)(=O)C1 (stereo not drawn)	0.2	112	103	104	0	114	80	102
C=CCN1C(=O)/C(=C\c2ccc(Cl)cc2)N=C1SCC(=O)NC1CCCCC1	0.0	96	100	97	2	98	94	101
COC(=O)C1=C(C)N(c2ccc(C)c(C)c2)/C(=C/c2ccco2)C1=O	-0.1	95	105	96	-2	98	100	97
CCOC(=O)c1c(/N=C/C2=C(O)CC(C)(C)CC2=O)sc(C(C)=O)c1C	0.0	101	114	106	-1	94	98	105
NC(=O)CS(=O)(=O)c1nc2ccccc2n1Cc1ccccn1	-0.2	87	94	87	4	93	93	92
O=C(CCN1C(=O)/C(=C/c2ccccc2Cl)SC1=S)NCCCN1CCOCC1	0.1	102	99	96	-4	100	105	98
O=C(Cn1cnc(S(=O)(=O)N2CCCCC2)c1)N1CCN(c2ccc([N+](=O)[O-])cc2)CC1	0.6	101	102	102	-2	100	100	116
CCn1cc(/C=C(\NC(=O)c2cc(OC)c(OC)c(OC)c2)C(=O)NCCCN2CCOCC2)c2ccccc21	0.0	111	105	94	2	110	137	109
Cc1cc(C)n(-c2ccc(NC(=O)C3CCCCN3C(=O)c3cccs3)cc2)n1 (stereo not drawn)	-0.1	104	104	91	1	104	106	93
O=C(NC1CC1)c1ccc2snnc2c1	-0.1	106	106	99	0	104	97	104
COc1ccc(CC2S/C(=C(\C#N)C(=O)NCc3ccco3)N(c3ccc(C)cc3)C2=O)cc1 (stereo not drawn)	0.0	101	95	96	-1	97	105	98
COc1ccc2c(c1)c(CC(=O)Nc1ccccc1OC)c(C)n2C(=O)c1ccc(Cl)cc1	0.2	100	105	93	11	106	108	103
Cc1ccc2c(c1)CCCN2C(=O)c1ccco1	-0.1	·	99	102	8	100	77	99
O=C(NC1CCS(=O)(=O)C1)Oc1ccc(Cl)cc1 (stereo not drawn)	-0.1	100	100	95	3	100	93	97
CCOC(=O)Cc1csc(NC(=O)CSc2nnc(-c3ccc(OC)cc3)n2C)n1	-0.1	98	99	95	-1	94	87	102
O=C(Nc1ccccc1Cl)c1ccc([N+](=O)[O-])o1	0.0	92	103	98	1	96	111	102

The list goes on:
SMILES	Efflux pump inh	AGP1-GFP MLPCN	RPL19A TOR yeast	LAP4-GFP MLPCN	AHR activator	CIT2 TOR yeast	Yeast superoxide	MEP2 TOR yeast
CCN(Cc1ccccc1)S(=O)(=O)c1cc(C(=O)NC(C)C2CC3CCC2C3)ccc1OC (stereo not drawn)	-0.4	88	94	90	4	88	91	89
CC1CCCCC12NC(=O)N(CC(=O)OCC(=O)NCc1ccc(F)cc1)C2=O (stereo not drawn)	-0.4	106	107	106	0	110	96	115
CC(Oc1ccccc1)C(=O)OCC(=O)Nc1ccc2c(c1)OCO2 (stereo not drawn)	0.0	96	97	96	5	97	114	94
Cc1cc(C)cc(N(CCC(=O)Nc2nnc(C)s2)S(=O)(=O)c2ccc(Cl)cc2)c1	0.0	99	91	105	-1	91	97	94
CC(C)c1ccc(C(C)NCCS(=O)(=O)c2ccc(Cl)cc2)cc1 (stereo not drawn)	-0.2	90	103	84	1	104	98	98
Cc1cccc(-n2c(SCC(=O)N3CC(=O)Nc4ccccc43)nc3ccccc3c2=O)c1C	0.1	96	102	102	-1	96	70	108
Cc1ccc(F)cc1NC(=O)COC(=O)C1CCN(c2ccc(C(F)(F)F)cn2)CC1	-0.2	100	98	114	4	88	100	97
COCCn1c(-c2ccc(NC(C)=O)cc2)nc2c1c(=O)[nH]c(=O)n2CC(C)C	0.0	98	103	93	3	95	101	108
COc1ccc(N(CC(=O)NCc2cccs2)S(=O)(=O)c2ccc(F)cc2)cc1	0.1	97	93	96	-1	90	88	100
CC(NCC1(N2CCOCC2)CCCCC1)C(=O)Nc1ccc(Cl)cc1Cl (stereo not drawn)	0.0	105	97	99	1	102	113	99
CCN(CC)C(=O)c1[nH]cnc1C(=O)Nc1ccc(C)cc1	-0.1	101	102	110	39	102	107	103
Cc1ccc2nc(SCC(=O)Nc3cccc(F)c3)nc(=O)n2c1	-0.2	100	93	109	-3	99	98	148

Single records (already shown). Screens in order: Efflux pump inh, AGP1-GFP MLPCN, RPL19A TOR yeast, LAP4-GFP MLPCN, AHR activator, CIT2 TOR yeast, Yeast superoxide, MEP2 TOR yeast
Profile of `CC(Oc1ccccc1)C(=O)OCC(=O)Nc1ccc2c(c1)OCO2` (stereo not drawn) : 0.0, 96, 97, 96, 5, 97, 114, 94
Profile of `CCN(CC)C(=O)c1[nH]cnc1C(=O)Nc1ccc(C)cc1` : -0.1, 101, 102, 110, 39, 102, 107, 103
Profile of `Cc1cc(C)cc(N(CCC(=O)Nc2nnc(C)s2)S(=O)(=O)c2ccc(Cl)cc2)c1` : 0.0, 99, 91, 105, -1, 91, 97, 94

Compounds above with a CF3 group (2):
SMILES	Efflux pump inh	AGP1-GFP MLPCN	RPL19A TOR yeast	LAP4-GFP MLPCN	AHR activator	CIT2 TOR yeast	Yeast superoxide	MEP2 TOR yeast
O=C(C/C(=N\NC(=O)c1ccccc1Br)C(F)(F)F)c1cccs1	-0.1	104	100	90	1	97	97	103
Cc1ccc(F)cc1NC(=O)COC(=O)C1CCN(c2ccc(C(F)(F)F)cn2)CC1	-0.2	100	98	114	4	88	100	97

(continued)
SMILES	Efflux pump inh	AGP1-GFP MLPCN	RPL19A TOR yeast	LAP4-GFP MLPCN	AHR activator	CIT2 TOR yeast	Yeast superoxide	MEP2 TOR yeast
Oc1c(C(c2ccccn2)N2CCCCC2)cc(Cl)c2cccnc12 (stereo not drawn)	0.0	98	100	116	9	96	76	95
CC1CN(C(=O)c2ccccc2OCc2ccccc2Cl)CC(C)O1 (stereo not drawn)	-0.1	101	97	97	0	99	93	96
NS(=O)(=O)c1ccc(NC(=O)Nc2cccc(Cl)c2)cc1	-0.2	104	104	112	5	97	87	102
OC(COc1ccc(F)cc1)CN1CCN(CC(O)COc2ccc(F)cc2)CC1 (stereo not drawn)	0.1	114	115	111	2	119	100	114
Cc1c(C(=O)N2CCCC2)sc(NC(=O)c2cccc(Cl)c2)c1C#N	0.3	97	98	101	0	89	98	102
Cc1ccsc1CNC12CC3CC(CC(C3)C1)C2	0.0	94	91	94	-1	91	104	94

Compound activity from PubChem BioAssay.
